# bCat KO growth: beta-catenin-lacking colon tumor cell growth suppression. HCT116 beta-catenin knockout viability, CellTiter-Glo, 60 h; active compounds read low. viability, % at 10 µM. AID 818. 140,000 compounds, 1.5% hits;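 active = viability at or under a set limit, the compound median less 4 SD, cut at about 6% in these data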;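 also: 0% = Hyamine 1622 control at 20 µM and 100% = untreated cell control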
# Measles CPE: protection of cells from measles virus; Measles virus-infected cells, CPE protection, absorbance; protection (pct of control), % at 4 µM; 140,000 compounds, 1.5% hits; AID 841; in the data active = protection mostly above about 24%, no sharp cut-off; inactive = mostly below about 26%; also: some compounds called inactive have numbers as strong as hits
# Phagocytosis inh: blocks phagocytosis by macrophages; J774A.1 macrophage IgG-bead phagocytosis, imaging; inhibition, % at 5 µM; 110,000 compounds, 0.07% hits;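 active = inhibition above the mean of the plate negative controls plus 5 SD, cut at about 13% in these data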;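 also: phagocytic index as fraction of beads internalized from green versus red external bead signal; plate controls were DMSO negative control for no effect and cytochalasin-D positive control for full effect; some results beyond the cut were filed as inactive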
# PTEN del growth: growth suppressors of cells with PTEN tumor suppressor deletion | viability, % at 10 µM | 140,000 compounds, 1.2% hits | HCT116 PTEN-null viability, CellTiter-Glo, 60 h; active compounds read low;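 active = viability at or below a set limit, 4 SD under the median of all tested compounds, cut at about 3.7% in these data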;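 also: PTEN knockout HCT116 line with beta catenin targeted HCT116 as companion control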
# Yeast lifespan up: extends the lifespan of yeast | 130,000 compounds, 0.68% hits | S. cerevisiae growth with nicotinamide, OD615; deaD strain in restrictive glucose medium | inhibition of the nicotinamide effect, % at 10 µM;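 active = inhibition above a set limit, placed 3 SD over the median of all compounds, cut at about 26% in these data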;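 also: 0% = nicotinamide-treated wells and 100% = cells grown without nicotinamide; some compounds called inactive have numbers as strong as hits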
#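 assay system = DeaD-strain S. cerevisiae | buffer or medium = restrictive glucose medium | reagent = 1.5 mM nicotinamide | compound = 10 µM single point, 0.25% DMSO | incubation = 48 h compound exposure at 30 °C, humidified | signal = OD615 measurement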
# GALR2 antag: antagonists of human galanin receptor 2 (GALR2); O43603; GALR2-expressing cells, antagonist mode; inhibition, % at 4 µM; 140,000 compounds, 0.39% hits; AID 828; in the data active = inhibition above about 27%;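 also: cells stimulated with galanin 1-16 at roughly its EC80; 0% = agonist challenge control and 100% = basal control without agonist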
# Target sequence (O43603 whole entry, looked up): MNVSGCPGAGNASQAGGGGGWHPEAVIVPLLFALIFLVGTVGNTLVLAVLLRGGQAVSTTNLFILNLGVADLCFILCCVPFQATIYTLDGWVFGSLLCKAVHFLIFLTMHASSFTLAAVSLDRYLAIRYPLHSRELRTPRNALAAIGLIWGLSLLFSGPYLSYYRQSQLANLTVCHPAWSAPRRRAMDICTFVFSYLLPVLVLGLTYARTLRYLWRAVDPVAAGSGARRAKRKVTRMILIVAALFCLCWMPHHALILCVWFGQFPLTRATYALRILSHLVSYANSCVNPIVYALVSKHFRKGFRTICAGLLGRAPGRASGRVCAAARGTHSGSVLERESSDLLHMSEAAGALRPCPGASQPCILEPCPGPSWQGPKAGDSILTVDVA
# E-sel TNF inh: blocks E-selectin expression induced by TNF alpha; HUVEC TNFa-induced E-selectin immunofluorescence, high content; inhibition, % at 2 µM; 120,000 compounds, 0.71% hits;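 active = inhibition above the batch mean plus 3 SD, and confirmed as a hit on visual image review, cut at about 43% in these data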;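 also: 0% = TNF-stimulated DMSO wells and 100% = unstimulated control wells; not every result past the cut was called active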
# Yeast growth inh: chemicals that inhibit yeast BB579 growth in restrictive medium (lifespan-shortening candidates); S. cerevisiae BB579 growth, OD615, 48 h; inhibition, % at 10 µM; 140,000 compounds, 0.51% hits; AID 804;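 active = inhibition above a set limit, 3 SD over the mean compound inhibition, cut at about 44% in these data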; also: inactives centre near -24
#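 System: Saccharomyces cerevisiae DeaD strain BB579, replicative lifespan model yeast. Buffer or medium: restrictive glucose-based CSMM-D medium. Doses: one dose, 10 µM compound with 0.25% DMSO. Timing: 4 h preincubation and 48 h exposure at 30 °C. Detection: turbidity as optical density at 615 nm. Benchmarks: amphotericin B 10 µg/mL, positive.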
# MRP1 act: activators of MRP-1; H69AR cells + doxorubicin, viability rescue, CellTiter-Glo; viability increase, % at 10 µM; 140,000 compounds, 0.61% hits; AID 799;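 active = viability gain under doxorubicin at or above a set limit, the compound median plus 3 SD, cut at about 4.7% in these data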;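 also: MRP-1 overexpressing cells given doxorubicin 25 µM after compound pretreatment; 18-22 h compound pretreatment then 72 h with doxorubicin before readout; 0% = doxorubicin-only wells and 100% = vehicle-treated cells without doxorubicin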
# NPY-Y2 antag: antagonists of human neuropeptide Y receptor Y2. P49146. NPY-Y2 expressing cells, antagonist mode. inhibition, % at 2.7 µM. 140,000 compounds, 0.99% hits. AID 793; in the data active = inhibition above about 17%;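 also: 0% = vehicle with agonist challenge and 100% = reference antagonist with challenge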
# Target sequence (P49146 whole entry, looked up): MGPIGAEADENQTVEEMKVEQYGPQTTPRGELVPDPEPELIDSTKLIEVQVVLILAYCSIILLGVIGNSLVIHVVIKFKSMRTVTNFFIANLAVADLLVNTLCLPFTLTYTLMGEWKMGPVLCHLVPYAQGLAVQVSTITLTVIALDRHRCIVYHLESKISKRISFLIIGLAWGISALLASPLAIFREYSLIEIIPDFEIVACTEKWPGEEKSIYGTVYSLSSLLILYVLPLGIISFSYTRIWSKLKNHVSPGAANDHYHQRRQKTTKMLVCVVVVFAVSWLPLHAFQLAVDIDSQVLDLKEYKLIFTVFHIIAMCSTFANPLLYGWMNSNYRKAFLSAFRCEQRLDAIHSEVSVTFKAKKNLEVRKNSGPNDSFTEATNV
# An asterisk follows results filed as active; . = not tested or not shown; & = joins results of further samples. Outcome played no part in choosing rows. Share with any hit: about 6.2%.
SMILES,bCat KO growth,Measles CPE,Phagocytosis inh,PTEN del growth,Yeast lifespan up,GALR2 antag,E-sel TNF inh,Yeast growth inh,MRP1 act,NPY-Y2 antag
CCN1CCN(C(c2cccs2)C(C)NC(=O)c2ccccc2F)CC1 (stereo not given),87,6,0,101,-9,-6,.,11,-0.8,0
COc1cc(OC)c(OC)cc1CN(C)C(c1ccccc1)c1nnnn1-c1ccccc1C (stereo not given),73,10,.,72,-4,8,-48,-63,-0.7,7
CCOC(=O)C1=NN(C(C)=O)C2(CC(=O)N(c3ccc(C)c(C)c3)C2=O)C1 (stereo not given),90,20,-6,95,0,-18,.,1,1.1,5
CCNc1nc(=S)nc(NC(C)C)[nH]1,90,9,0,93,3,8,40,-36,-0.1,3
Cc1cccc(-c2nc(Nc3ccc(N4CCOCC4)cc3)c3ccccc3n2)c1,76,6,.,65,-6,16,.,-61,-3.7,-3
COc1ccc(-n2nnnc2SCc2nc(N)nc(N3CCOCC3)n2)cc1,87,5,-1,78,-3,11,61*,-21,-2.9,1
O=C(Nc1cnccn1)c1ccncc1,103,3,0,103,-7,4,-28,-38,0.1,3
Cc1ccc(C(=O)CSc2nn3c(=O)c(C(C)(C)C)nnc3s2)cc1,90,7,-1,86,-24,-1,21,-33,-5.3,1
COc1ccc(N(C(=O)c2ccn[nH]2)C(C(=O)NC(C)(C)C)c2ccc(F)cc2)cc1 (stereo not given),76,8,-1,82,-11,6,-24,-28,-2.2,4
CCCCn1cnc2c(sc3nc4c(cc32)CSC(C)(C)C4)c1=O,86,4,-6,89,-2,5,.,-45,-2.1,3
O=C(CSC1=NCCS1)NC1CCCCC1,82,8,1,86,-2,4,-12,13,-2.9,1
CCOC(=O)CCc1c(C)c2ccc(OC(C)C(=O)OCC)c(C)c2oc1=O (stereo not given),75,7,-2,80,-8,-18,-6,-19,-3.0,7
C/C(=N/OCC(=O)NCCCCCCNC(=O)CO/N=C(/C)c1cccs1)c1cccs1,81,26,.,84,1,-4,.,9,-3.1,7
C=CCSc1nnc(-c2cnn(-c3ccccc3)c2-n2cccc2)n1C,93,27,2,94,-8,-18,3,-46,-0.3,1
O=C(Nc1ncc2c(n1)-c1ccccc1CC2)c1cccc(Cl)c1,12,8,.,12,-15,-1,.,-26,-3.5,25*
COc1ccccc1C(=O)Nc1c2c(nn1-c1cccc(C)c1C)CS(=O)C2 (stereo not given),77,20,1,81,-8,-3,.,-19,-1.2,4
CCc1nccn1C(=O)c1cnn2c(C(F)F)cc(-c3ccc(C)cc3)nc12,60,11,-9,62,-8,-5,14,-1,6.0*,4
COc1cc(C(=O)NCCCc2nc3ccccc3n2Cc2cc(C)ccc2C)cc(OC)c1OC,81,4,.,78,0,-4,-1,18,-4.0,1
O=c1nc2c(-c3ccccc3F)n[nH]n2c2ccccc12,90,4,.,83,-15,4,2,-28,-3.7,1
CCCNC(=O)c1cccc(C(F)(F)F)c1,98,27*,0,97,-9,-9,-16,10,-1.2,5
CC1CC(OCC(O)CN2CCN(Cc3ccccc3)CC2)CC(C)(C)C1 (stereo not given),75,4,.,73,-11,-4,-14,-22,-3.3,10
Cc1ccc(OCCNc2ccc(C(F)(F)F)cc2[N+](=O)[O-])cc1,85,17,-11,86,5,-10,.,-58,1.8,21*
O=S1(=O)N=C(Oc2ccccc2)c2ccccc21,99,5,1,108,-6,-11,.,-36,-1.0,1
COc1ccc(S(=O)(=O)Nc2c3ccccc3nc(=O)n2-c2ccccc2)cc1,87,2,.,94,-6,-2,14,-20,-0.4,-1
CSc1cccc(NC(=O)C(C)Sc2ccc(C)cc2)c1 (stereo not given),82,3,0,85,-4,-9,.,-43,-1.3,-1
CCOc1nc(-c2ccc(Cl)cc2)nc2ccccc12,79,5,4,82,-2,0,-1,-32,-2.8,1
CN1CCC(OC(=O)c2cccc(Br)c2)CC1,88,6,.,94,5,2,0,-28,-0.5,3
Cc1[nH]c(=O)[nH]c(=O)c1CSc1nnc([C@@H](NC(=O)OC(C)(C)C)C(C)C)o1,86,7,0,98,-10,-3,4,10,-0.6,0
CN(C)c1ccc(P(=O)(OCc2ccccc2)C(O)c2ccncc2)cc1 (stereo not given),89,5,1,87,-11,-4,.,-5,-0.6,0
CC(NC(=O)/C(C#N)=C/c1cn(-c2ccccc2)nc1-c1ccc(F)cc1)c1ccccc1 (stereo not given),82,2,-1,80,-2,-1,-30,-55,0.5,4

# 2 of the compounds above, bar-delimited:
mol | bCat KO growth | Measles CPE | Phagocytosis inh | PTEN del growth | Yeast lifespan up | GALR2 antag | E-sel TNF inh | Yeast growth inh | MRP1 act | NPY-Y2 antag
COc1ccc(S(=O)(=O)Nc2c3ccccc3nc(=O)n2-c2ccccc2)cc1 | 87 | 2 | . | 94 | -6 | -2 | 14 | -20 | -0.4 | -1
CSc1cccc(NC(=O)C(C)Sc2ccc(C)cc2)c1 (stereo not given) | 82 | 3 | 0 | 85 | -4 | -9 | . | -43 | -1.3 | -1

# (further entries)
SMILES,bCat KO growth,Measles CPE,Phagocytosis inh,PTEN del growth,Yeast lifespan up,GALR2 antag,E-sel TNF inh,Yeast growth inh,MRP1 act,NPY-Y2 antag
Clc1nc(-c2ccccn2)nc2scc(-c3ccccc3)c12,13,7,1,7,-3,26,.,-31,-2.5,6
Cc1ccc2nc(/C=C/c3cccc(F)c3)ccc2c1,90,2,-6,88,-1,21,.,-27,-0.3,3
Cc1ccc(C(=O)NCCSC(C)(C)C)cc1,111,22,-2,102,-11,4,8,-29,0.1,-1
COc1ccc2c(c1)c(=O)c(C(=O)c1ccc(F)cc1)cn2CC(=O)Nc1ccc(F)cc1,55,6,.,56,7,-1,-12,-39,-3.9,-1
O=S(=O)(NC1CCc2ccccc21)c1ccc(S(=O)(=O)N2CCCC2)cc1 (stereo not given),79,6,-3,74,-5,24,11,-2,-1.7,0
Cn1c(SCC(=O)Nc2ccc(NC(=O)c3cccs3)cc2)nnc1-c1ccncc1,93,8,.,89,.,-10,34,-33,-1.4,-1
Cc1nnc(NC(=O)c2c(-c3ccccc3)noc2C)s1,87,13,.,91,-9,7,-6,-35,1.1,-2
O=C(NC1CCCCC1)N1CCN(c2ncccn2)CC1,97,3,-1,109,-7,-13,-1,-4,-1.7,-1
Cc1cc(S(=O)(=O)N2CCCC2)ccc1OCC(=O)NCc1ccco1,92,10,0,94,-2,2,-4,-27,-2.9,-1
CCCN(CCC)S(=O)(=O)c1ccc(NC(=O)COc2ccccc2)cc1,53,10,-1,51,-11,5,-18,-64,-1.1,4
COCc1cc(C)nc(SCC(=O)Nc2cc3c(cc2C#N)OCO3)c1C#N,82,7,-4,71,-8,5,.,4,-3.8,2
COC(=O)c1ccccc1NS(=O)(=O)c1cn(C)c(=O)n(C)c1=O,92,10,-2,107,-6,0,.,-28,-0.7,0
O=C(CSc1nnc(CNC(=O)c2cccs2)o1)Nc1ccc2c(c1)OCO2,96,8,.,98,-24,16,-25,-11,-2.9,2
CCOc1ccc(C(=S)N2CCOCC2)cc1,85,14,0,84,-8,-14,.,-32,-2.3,2
O=c1cc(O)n(-c2ccc(F)cc2)c(=S)[nH]1,91,14,1,94,-7,-9,71*,-15,-2.9,-1
CC1CCc2nn(CC(=O)NC3CCCC3)cc2C1 (stereo not given),100,25,0,93,-1,-1,13,-23,1.1,0
O=c1oc(-c2cccs2)nc2c1cnn2-c1ccccc1,104,21,0,105,3,11,.,-28,0.4,3
CCCCCOC(=O)CC(C(=O)OCCCCC)N1CCCCC1 (stereo not given),93,11,.,88,.,2,4,-22,-0.3,-2
Cc1cccc2c(-c3ccccc3)cc(=O)[nH]c12,81,5,.,83,.,0,6,-27,-2.9,2
CC1=CC(c2ccccc2)=Nc2ccc(C)cc2N1,87,2,-5,75,2,14,.,-23,-2.0,2
CCOc1ccc(S(=O)(=O)Nc2ccccc2SC)c2cccnc12,82,5,.,101,-17,1,.,-10,-4.0,5
CCOc1ccc(N(C(=O)Cn2nnc3ccccc32)C(C(=O)NC(C)(C)CC)c2cccn2C)cc1 (stereo not given),83,20,.,88,.,-16,-3,2,-2.5,1
Cc1cccc(OC(=O)NCCOC(=O)N(O)c2ccc(Cl)cc2)c1,95,13,.,94,-5,4,.,-7,-2.3,7
CCOC(=O)C(C(=O)Nc1ccccc1C)C1CCCCC1 (stereo not given),89,19,0,74,0,-2,19,12,-4.0,8
CCOC(=O)C1CCCN(CCCc2ccccc2)C1 (stereo not given),99&88,9&15,0,102&83,-14&-2,9&7,-5,12&-10,-0.1&-1.0,2&2
COc1cc(OC)cc(OCC(O)Cn2cnc3cc(C)c(C)cc32)c1 (stereo not given),79,7,0,91,0,-1,13,-25,-1.2,2
Cc1ccc(Oc2ccc(C(=O)NC3CCSC3=O)cn2)cc1 (stereo not given),108,29,-3,94,-23,3,-24,-13,2.3,0
CCOC(=O)NC(=O)c1cn(CCN(C)C)c(=O)[nH]c1=O,99,6,-2,93,-1,-7,-14,8,-2.1,2
O=[N+]([O-])c1ccc(N/N=C\c2ccccc2OCc2ccccc2)cc1,92,5,.,97,5,11,39,-8,-1.4,-2
CC(OC(=O)c1ccncc1)C(=O)Nc1cc(S(=O)(=O)N2CCCCC2)ccc1Cl (stereo not given),95,5,0,86,1,8,.,-44,-1.8,2
CCOc1ccc(-c2noc(CCC(=O)O)n2)cc1,83,10,-1,85,-13,-1,.,-31,-0.8,3
Cc1cccc(CSc2nnc(NC(=O)CSc3nnc(C)s3)s2)c1,92,3,2,97,-8,-3,-5,-44,-2.4,2
Cc1ccc(Cn2c(C)cc3c(c2=O)C(c2cccs2)C(C#N)=C(N)O3)cc1 (stereo not given),100,5,.,96,-4,2,-3,-42,-0.8,3
CC1=CC(C)(C)N(S(=O)(=O)c2ccc(F)cc2)c2ccc(C)cc21,15,19,2,14,8,-8,23,-60,-0.8,19*
Cc1cc(C(=O)COC(=O)c2ccc(O)cc2)c(C)n1CC1COc2ccccc2O1 (stereo not given),65,17,-3,62,7,1,.,-22,-1.1,3
COc1cccc(C(=O)NCC(=O)n2nc(C)cc2C)c1,98,13,-1,100,-11,1,.,-43,-1.1,0
C/C(=N\O)C(=O)NCCN(C)C,98,18,-9,106,5,5,.,12,-0.7,0
COc1ccc(N(CN2C(=O)C3C4C=CC(C4)C3C2=O)C(=O)c2ccco2)cc1 (stereo not given),75,5,.,88,-11,-5,15,-2,-1.1,3
O=C(C1CCCCC1)N1CCN=C1SCc1cccnc1,92,8,0,98,0,-16,15,-23,-0.4,1
O=C(Cc1ccccc1)NCC(=O)OCC(=O)c1cccs1,85,8,3,91,-19,-6,-21,23,-2.4,3
Cc1cc(C(F)F)n2ncc(C(=O)N3CCC(C(N)=O)CC3)c2n1,102,17,0,101,12,5,3,-48,-1.4,3
CCOc1ccc(Oc2c(/C=N/NC(N)=O)c(C)nn2-c2ccccc2)cc1,79,5,.,70,-6,4,28,-18,-3.9,4

# Bioassay records deposited in PubChem by several laboratories.
